V1R ag counter: counter-screen for oxytocin receptor agonists: human V1a receptor agonists; CHO-V1R cells, Fluo-8 calcium fluorescence, agonist mode; 0% DMSO, 100% 3 nM vasopressin; activation, % at 3 µM; 320,000 tested, 0.25% active; AID 2797;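 active means activation above the mean activation of all tested compounds plus 3 SD, per screening run, cut at about 20% in these data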;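 further: signal is peak over basal fluorescence ratio across a 100 second FLIPR read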
VIM-2 inhibitor: inhibitors of Pseudomonas aeruginosa VIM-2 metallo-beta-lactamase; purified VIM-2, nitrocefin hydrolysis, epi-absorbance fluorescence; inhibition, % at 5.6 µM; 290,000 tested, 0.89% active;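 active means inhibition above the mean of all tested compounds plus 3 SD, cutoff set per screening run, cut at about 7.5% in these data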;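 further: red hydrolysis product quenches plate fluorescence so inhibitors raise well fluorescence; 0% = enzyme with DMSO and 100% = DMSO without enzyme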
PHOSPHO1 inh: PHOSPHO1 (human) inhibition | 290,000 tested, 1.1% active | inhibition, % at 13.3 µM | Q8TCT1 | recombinant PHOSPHO1, absorbance phosphatase assay; in the data active means inhibition above about 60%
Target sequence (Q8TCT1 whole entry, looked up): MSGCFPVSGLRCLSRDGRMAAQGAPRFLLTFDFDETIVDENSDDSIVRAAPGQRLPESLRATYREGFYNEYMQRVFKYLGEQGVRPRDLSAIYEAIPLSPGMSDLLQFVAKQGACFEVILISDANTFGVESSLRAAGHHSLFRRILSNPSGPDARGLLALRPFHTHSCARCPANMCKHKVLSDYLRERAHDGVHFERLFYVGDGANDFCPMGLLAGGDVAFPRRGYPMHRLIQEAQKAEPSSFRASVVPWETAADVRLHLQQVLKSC
GPR7 antagonist: antagonists of human GPR7 (neuropeptides B/W receptor 1) | AID 1861 | GPR7-expressing cells, fluorescence antagonist assay | inhibition, % at 4.4 µM | 290,000 tested, 1.1% active; in the data active means inhibition above about 16%, passing the limit was not always enough;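 further: cells stimulated with the agonist NPW; 0% = agonist with vehicle and 100% = vehicle without agonist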
Target sequence (P48145 whole entry, looked up): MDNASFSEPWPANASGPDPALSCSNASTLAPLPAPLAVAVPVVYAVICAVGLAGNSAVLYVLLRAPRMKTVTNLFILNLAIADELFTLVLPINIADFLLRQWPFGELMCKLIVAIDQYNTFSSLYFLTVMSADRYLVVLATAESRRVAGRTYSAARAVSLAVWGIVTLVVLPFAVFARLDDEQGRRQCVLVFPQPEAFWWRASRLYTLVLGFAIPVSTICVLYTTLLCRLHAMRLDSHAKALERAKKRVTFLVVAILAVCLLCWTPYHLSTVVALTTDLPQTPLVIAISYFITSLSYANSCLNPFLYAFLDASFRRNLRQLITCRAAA
HCV NS3 hel inh: blocks Hepatitis C virus NS3 helicase unwinding | NS3 helicase DNA unwinding, Cy5 molecular beacon fluorescence | inhibition, % at 10.9 µM | 290,000 tested, 0.56% active | AID 1800;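 active means inhibition above the mean of all tested compounds plus 3 SD, set per campaign, cut at about 35% in these data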;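 further: 0% = DMSO wells and 100% = thioflavine S control wells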
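Compound dosing – single dose, 10.9 µM nominal final, DMSO 0.8% final · System – NS3 helicase fragment of HCV · Buffer or medium – MOPS pH 6.5, MgCl2, DTT, Tween20, BSA · Signal – Cy5 beacon fluorescence read at start and 1 h · Also added – annealed dual-labelled DNA beacon duplex, ATP-started · Schedule – 1 h at 25 °C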
OXTR ag: agonists of human oxytocin receptor; AID 2435; CHO-OTR cells, Fluo-8 calcium fluorescence; normalized: DMSO 0%, oxytocin 100%; activation, % at 3 µM; P30559; 320,000 tested, 0.32% active;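 active means activation above the mean of all tested compounds plus 3 SD, cutoff set per screening run, cut at about 20% in these data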;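 further: peak over basal fluorescence ratio from a 100 s FLIPR kinetic read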
FID counter: displaces DNA intercalator in HCV helicase counter-screen; DNA fluorescent intercalator displacement, fluorescence; inhibition, % at 7.9 µM; 290,000 tested, 0.17% active; AID 1845; in the data active means inhibition above about 37%;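 further: 0% = vehicle and 100% = reference compound; higher means more ethidium bromide displaced from hairpin DNA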
GalR3 antagonist: human GalR3 antagonism. O60755. HEK293 GalR3-CNG cAMP membrane potential fluorescence; galR3 body fused to GalR1 C-terminus. inhibition, % at 3 µM. 360,000 tested, 0.44% active. AID 651719;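 active means inhibition above the screen-wide average plus 3 SD, cut at about 13% in these data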;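 further: forskolin and galanin both at EC90 stimulate the cells; cAMP rise reported by CNG channel membrane potential dye signal; 0% = forskolin plus galanin with DMSO and 100% = forskolin alone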
Target sequence (O60755 1-299 limits assumed): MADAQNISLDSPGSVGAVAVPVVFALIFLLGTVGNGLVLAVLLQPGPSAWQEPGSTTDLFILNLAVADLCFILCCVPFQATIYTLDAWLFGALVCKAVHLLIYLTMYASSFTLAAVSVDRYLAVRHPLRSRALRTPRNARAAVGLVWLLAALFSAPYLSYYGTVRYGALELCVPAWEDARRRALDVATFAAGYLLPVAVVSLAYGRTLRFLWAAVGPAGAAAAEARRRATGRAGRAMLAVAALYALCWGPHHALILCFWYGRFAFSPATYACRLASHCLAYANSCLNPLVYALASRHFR
IMP-1 inh: blocks Pseudomonas aeruginosa IMP-1 metallo-beta-lactamase | purified IMP-1, nitrocefin hydrolysis, epi-absorbance fluorescence | inhibition, % at 5.6 µM | 290,000 tested, 0.45% active | AID 1556;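 active means inhibition above the mean plus 3 SD of all compounds in the same screening run, cut at about 4.5% in these data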;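 further: 0% = IMP-1 with DMSO and 100% = DMSO wells lacking enzyme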
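Test system: recombinant IMP-1 enzyme, purified / Medium: HEPES buffer pH 7.1 with ZnSO4 and Brij 35 / Doses: single dose, 5.6 µM / Times: 25 °C, 15 min preincubation, 25 min reaction / Detection: Epi-absorbance via hydrolysed-nitrocefin quenching of white-plate fluorescence, 480/530 nm, EDTA stop / Evaluation: percent inhibition from optical density relative to buffer-blank wells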
* marks the source's active call; other numbers are inactive results; . = no result given. This is a random part of the collection; overall some 4.3% were active at least once.

Values in the order – V1R ag counter	VIM-2 inhibitor	PHOSPHO1 inh	GPR7 antagonist	HCV NS3 hel inh	OXTR ag	FID counter	GalR3 antagonist	IMP-1 inh
CCN(CC)CCNC(=O)CCn1nc(-c2ccc(Cl)cc2)ccc1=O
  -0.1	-1.8	37.5	-4.4	-8.8	0.5	-0.8	-6.7	-4.3
N#CCSc1nccc(-c2cc(Cl)sc2Cl)n1
  -1.1	-0.8	6.8	0.1	-2.8	-2.3	-3.1	0.5	-2.9
CCCCN(C)C(=O)c1sc2ncn(CC)c(=O)c2c1C
  0.6	-2.2	11.7	-2.9	-8.9	-0.1	-13.3	-3.0	-3.0
O=C(Cn1nc2n(c1=O)-c1ccccc1SC2)N/N=C/c1ccncc1
  -1.2	-2.6	41.6	-18.8	1.1	0.5	-2.8	4.2	-5.9
COCCNC(=S)N1CCN(c2nc(-c3ccccc3)cs2)CC1
  7.7	0.1	35.7	5.8	-5.7	3.5	-27.1	-2.7	-1.5
Cc1ccc(-n2nnnc2-c2cnc(-c3cccnc3)nc2C(F)(F)F)cc1
  1.7	-4.0	25.7	-0.9	0.3	-1.8	-2.6	0.9	-1.0
COC(=O)c1cc(S(=O)(=O)NCC2CCN(Cc3cc(C)ccc3C)CC2)cn1C
  1.1	-0.6	36.8	-10.2	-4.7	1.0	10.5	-7.5	0.0
Cc1ccc(C)c(NC(=O)NCc2ccccn2)c1
  0.2	2.2	31.3	-3.7	29.1	-0.7	-4.7	2.5	3.0
COc1ccc(-c2nc(CSCC(=O)N3CCc4ccccc4C3)c(C)o2)cc1OC
  -0.2	-2.4	-0.5	-4.4	0.6	-1.0	-21.9	1.6	-3.7
CCOc1ccc(S(=O)(=O)Nc2ccccc2C(=O)NCc2ccco2)cc1
  0.2	-1.4	-0.7	-7.1	4.2	-1.5	-11.8	-3.7	-3.1
Cc1ccc2nc3c(cc2c1)c(NC(=O)c1ccco1)nn3CC(C)C
  -1.6	-0.3	-0.5	-10.5	0.4	-2.9	-9.8	-2.4	-2.6
O=C(c1ccco1)N1CCN(C(=O)c2cc3ccccc3oc2=O)CC1
  0.3	-0.9	-11.0	-8.4	6.7	0.7	-7.2	-5.8	-2.0
CCOC(=O)c1cc2ccccc2n1CCN(CC)CC
  -0.3	-0.5	7.8	31.3*	1.8	0.3	7.8	-10.0	-3.0
COc1ccc(NC(=O)C2CCCN2C(=O)OC(C)(C)C)cc1 (stereo unspecified)
  0.1	-2.0	28.8	3.8	-8.0	0.6	-4.4	1.3	-0.3
O=C(OCn1nnc2ccccc2c1=O)C1=COCCO1
  1.0	1.8	-19.3	4.1	-1.1	0.3	0.2	-4.3	0.1
O=S(=O)(c1cccc(F)c1)N1CCCN(c2ccc(C(F)(F)F)cn2)CC1
  1.1	1.6	20.3	18.6	8.7	-2.6	-22.8	-4.2	0.7
COc1ccccc1-n1c(CNC(=O)COc2ccccc2)n[nH]c1=S
  -0.1	-2.3	81.6*	-5.5	2.2	-0.6	-12.3	-0.9	-4.0
CC(=NCCCNC1CCCCC1)C1=C(O)CC(C)(C)CC1=O
  -0.5	-4.7	-31.2	-10.7	4.2	1.0	-0.8	-2.5	-1.2
CC(=O)N(C(C)=O)c1nc2nc(C)cc(C)n2n1
  0.9	-1.8	38.5	-3.1	9.2	0.6	-0.8	-3.2	-1.9
O=C(NCc1ccccc1C(F)(F)F)C1CC(c2cccc(F)c2)=NO1 (stereo unspecified)
  -0.1	.	17.7	.	.	-0.1	.	2.6	.
CCc1c(-c2ccccc2)nc2sc3c(c2c1N)CCCC3
  0.6	-0.8	15.7	-12.0	-18.1	-2.8	-6.3	-2.5	-2.0
O=C(c1ccccc1Br)N1CCn2c1nc1ccccc12
  -0.5	-0.4	-3.1	-7.1	19.8	-1.9	-4.3	-1.5	-1.2
COc1ccc(-c2cc3c(=O)n(CC(=O)NCCCc4ccccc4)ncn3n2)cc1
  1.5	-0.2	33.4	2.2	20.9	0.0	-15.1	.	14.8*
O=C(CSc1nc2ccccc2c(=O)n1Cc1ccco1)NCCN1C(=O)CSC1=O
  -0.2	-2.5	5.5	6.3	17.1	-0.4	-1.3	2.2	0.5
CC(=O)c1cccc(NC(=S)NC(=O)c2cccc(C)c2)c1
  -0.9	-2.0	3.2	-0.3	0.2	-0.8	-10.5	-4.7	-1.0
CCOc1c(Br)cc(C(=O)NCCCn2ccnc2)cc1OC
  -0.3	-3.2	32.6	-13.9	0.7	0.3	0.2	-8.1	-3.4
Nc1ccc2nn(-c3ccc(F)cc3)nc2c1
  -0.5	0.2	.	-10.3	18.9	4.4	-2.5	-9.1	-1.6
CCCC(=O)N1CCN(c2ccc(NC(=O)c3cccs3)cc2Cl)CC1
  3.6	-0.2	-3.4	-12.0	-0.7	-0.6	-23.2	-5.8	-3.5
O=C1c2oc3ccc(Br)cc3c(=O)c2C(c2cccc(F)c2)N1CCO (stereo unspecified)
  0.6	-0.7	6.8	-8.0	3.5	0.7	-1.7	-0.6	-2.0
COc1cc2c(cc1OC)CN(Cc1ccc(C)s1)CC2
  -0.4	-4.0	13.8	2.2	-1.6	-1.0	4.0	-0.4	-2.4
Cc1nc2c(-c3ccccc3)c(C)nn2c(C)c1CCC(=O)N1CCOCC1
  -0.2	-2.0	21.5	-5.6	8.3	-1.2	-15.6	-5.9	-4.8
Cc1nc2sc(C#N)c(N)c2c2c1CCCC2
  -1.8	-0.5	-14.5	-18.9	-9.6	-2.1	1.0	26.9*	-3.1
COc1ccc(CCN(C)CCCC(C#N)(c2cc(OC)c(OC)c(OC)c2)C(C)C)cc1OC (stereo unspecified)
  1.6	-2.8	-1.4	0.4	-18.0	1.5	20.7	.	-4.0
S=C(Nc1ccc2[nH]ccc2c1)NC1CCCCC1
  0.8	-1.6	12.2	-0.7	-14.7	0.5	-2.1	-4.8	-2.5
CCn1nc(NS(=O)(=O)c2ccccc2)c2cc3cccc(C)c3nc21
  0.1	2.1	-31.2	2.5	17.6	-1.8	-11.6	-2.8	0.7
Cc1ccc(CCNS(=O)(=O)c2ccc(C)cc2)cc1
  -0.8	-0.3	8.5	-11.2	-8.2	-1.1	-24.9	-4.8	-2.9
COc1cccc(C(=O)COc2ccc(NC(=O)c3ccccc3)cc2)c1
  .	-0.2	.	-17.5	-4.3	.	-12.3	-5.7	-0.8
C/C(Cn1nnc([N+](=O)[O-])n1)=N\NC(=O)c1cccc(Cl)c1
  -0.7	-3.9	25.3	-14.2	2.4	-1.7	3.1	-1.1	-3.5
O=C(CSc1nnc(NC(=O)c2c(F)cccc2F)s1)NC1CC1
  -0.1	-0.5	-42.2	3.9	-8.1	0.4	-8.2	-7.2	-2.8
N#C/C(=C\c1ccc(-c2nc3ccccc3s2)o1)C(N)=O
  -0.5	-1.4	8.1	6.9	-7.5	-1.9	2.0	0.9	-3.4
O=C(NCc1ccccn1)C12CC3CC(CC(C3)C1)C2
  0.2	-2.2	32.8	-4.4	2.4	0.2	-8.6	-2.3	-2.3
O=C(OCCCCN1C(=O)c2ccccc2C1=O)c1n[nH]c2ccccc12
  2.5	-2.2	-3.4	-0.5	-6.0	2.1	-25.8	1.0	-2.4
S=c1[nH]ccn1Cc1ccccc1
  0.7	-0.8	-37.5	-8.1	-3.2	1.0	-2.0	-4.7	-4.5
CC1=NN(c2ccccc2)C(=O)C1N=Nc1cccc(O)c1 (stereo unspecified)
  -1.1	-0.2	39.0	-25.0	2.3	-0.6	0.7	-1.3	-5.0
COc1ccc(CCC(=O)Nc2ncc(C)s2)cc1
  2.8	-1.6	28.6	9.9	0.6	-1.3	-16.2	-11.3	-2.7
O=C1OC(C(=O)Nc2ccccc2)Cc2ccccc21 (stereo unspecified)
  0.3	-4.6	-41.5	-13.0	-4.8	-0.6	-0.7	-2.8	-3.7
CCn1nc(C(=O)Nc2ccccc2C)c(Cl)c1Cl
  -1.4	-1.4	11.2	-4.8	-3.8	-2.7	-4.9	-6.3	-1.2
Cn1c(SCCN2CCOCC2)nc2sc3c(c2c1=O)CCCC3
  0.6	2.6	39.0	-6.4	7.0	0.4	-8.9	-7.6	-2.1
COc1ccc(S(=O)(=O)Nc2ccccc2C(=O)OC2CCCN(C)C2)cc1OC (stereo unspecified)
  0.9	-0.8	-46.9	-17.1	-4.6	-1.9	0.4	-11.0	0.2
COc1ccc(C2C(C(C)=O)=C(O)C(=O)N2c2ccc(Br)cn2)cc1 (stereo unspecified)
  0.3	-1.3	17.9	1.4	10.5	-0.1	-2.7	-5.0	-1.9
CN1CCN(Cc2c(C#N)c3ccccc3n2C)CC1
  -0.6	-3.1	6.6	-4.7	3.6	2.3	3.3	-1.6	-2.9
CCOC(=O)c1c(NC(=O)CSc2nnc(-c3c[nH]c4ccccc34)n2C)sc2c1CCCC2
  -0.3	-3.3	-3.7	-19.0	1.7	-0.6	-3.6	.	-3.1
CCOC(=O)c1cc2c(C)n(-c3ccc(OCC)cc3)c(C)c2ccc1=O
  0.6	1.4	50.3	19.1	55.3*	0.8	-17.2	-3.3	-0.2
O=C(NCc1nnc(SCC(=O)N2CCCCCC2)o1)c1ccco1
  1.4	-1.0	16.0	-10.5	1.2	0.7	0.2	-0.6	-4.8
Cc1ccc2c(c1)N(C(=O)CCC(=O)NCc1ccccc1)CC(C)O2 (stereo unspecified)
  -1.0	-1.4	43.9	-9.4	1.8	-2.1	-36.9	-3.4	-2.6
NC(=O)c1ccccc1NC(=O)Nc1cccc(Cl)c1Cl
  1.2	-2.0	0.8	1.3	9.1	-0.1	-2.7	-6.0	-4.0
CN=c1scc(-c2ccc(Cl)cc2)n1C
  0.0	-1.7	3.0	-5.8	2.3	0.9	2.9	-4.8	-2.2
O=C(OCc1cccc(C(F)(F)F)c1)c1ccc[nH]c1=O
  0.7	-0.1	32.0	-13.1	15.2	-0.3	-4.4	-7.8	-2.8
N#CCCn1cc(C(=O)N2CCCCC2)c(-c2ccc([N+](=O)[O-])cc2)n1
  1.4	-0.8	25.6	-7.8	-2.5	1.6	-5.7	-4.4	-1.0
CCOc1ccc(C(=O)NC(C)C2COc3ccccc3O2)cc1 (stereo unspecified)
  -0.9	-1.3	15.8	15.9	-6.7	1.8	-23.4	-1.1	0.9
CC(=O)N1CCN(c2ccc(NS(=O)(=O)c3ccc(C)cc3)cc2)CC1
  1.9	-2.6	22.4	0.8	12.2	1.3	-17.9	-9.4	-5.9

High-throughput results: PubChem BioAssay, several laboratories
